FLuc inh = Photinus pyralis luciferase inhibition; purified P. pyralis luciferase, luminescence, biochemical; Potency, µM (series often up to 115 µM), for the others: at the highest dose activity change, negative = inhibition, hits mostly inhibitors; P08659; actives 2.5% (n = 76,000); note: potency is the fitted concentration of half-maximal effect; nearly all actives have a fitted effect of over 65% in size
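Purified 10nM P. pyralis luciferase with 10uM D-luciferin and 10uM ATP in 50mM Tris acetate pH 7.5, 10mM Mg acetate, 0.01% Tween-20, 0.05% BSA. qHTS titration; luminescence read by CCD imager.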
3T3 cytotox = NIH 3T3 cell cytotoxicity. actives 4.3% (n = 94,000). NIH 3T3 viability, CellTiter-Glo ATP luminescence, 48-72 h. Potency, µM (titrated, usually from 96.7 µM), inactives show at the top dose activity change, negative = cytotoxicity, usual class: inhibitors; note: potency is the fitted concentration of half-maximal effect; nearly all actives have a fitted effect of over 55% in size
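Viability of NIH 3T3 cells after 48 or 72 hr compound treatment at 37 °C was assessed by CellTiter-Glo, with luminescence imaged following a 10 min room-temperature step.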
GPT2 inh = inhibitors of human GPT2 alanine aminotransferase. Q8TD30. Potency, µM (doses to about 57.7 µM), inactives show top-dose activity change, negative = inhibition, actives largely listed as inhibitors. actives 0.25% (n = 100,000). Recombinant GPT2, coupled pyruvate oxidase/HRP Amplex Red fluorescence; note: potency is the fitted concentration of half-maximal effect; nearly all actives have a fitted effect of over 60% in size; many of its hits are not listed in these tables
Target sequence (Q8TD30 whole entry, looked up): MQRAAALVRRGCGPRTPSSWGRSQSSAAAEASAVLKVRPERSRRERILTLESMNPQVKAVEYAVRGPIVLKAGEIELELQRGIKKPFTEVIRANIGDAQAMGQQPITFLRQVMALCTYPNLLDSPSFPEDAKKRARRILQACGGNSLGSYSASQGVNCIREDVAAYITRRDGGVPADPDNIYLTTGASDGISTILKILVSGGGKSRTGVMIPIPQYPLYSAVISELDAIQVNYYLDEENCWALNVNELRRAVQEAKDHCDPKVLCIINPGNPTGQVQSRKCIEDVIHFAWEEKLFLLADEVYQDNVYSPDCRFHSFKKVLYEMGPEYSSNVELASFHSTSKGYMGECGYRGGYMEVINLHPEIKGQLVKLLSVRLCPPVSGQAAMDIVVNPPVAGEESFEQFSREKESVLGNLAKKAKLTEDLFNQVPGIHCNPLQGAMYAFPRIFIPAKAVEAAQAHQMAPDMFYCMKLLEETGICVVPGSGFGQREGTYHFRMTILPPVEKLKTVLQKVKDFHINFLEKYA
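Fluorescence read-out: pyruvate from GPT2 turnover coupled to pyruvate oxidase, HRP and Amplex Red (0.2mM ThPP, 0.2U/mL PO and HRP, 50uM Amplex final). Substrates 250uM a-KG, 2mM L-alanine; enzyme 10ng/uL; 30 min RT.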
IP6K1 inh = IP6K1 kinase inhibition; actives 0.81% (n = 140,000); Q92551; IP6K1 kinase, ADP-Glo luminescence, 2 h; hits give low values; activity change, % (series mostly up to about 58 µM); AID 1645851; in the data active = activity change below about -25%
Target sequence (Q92551 whole entry, looked up): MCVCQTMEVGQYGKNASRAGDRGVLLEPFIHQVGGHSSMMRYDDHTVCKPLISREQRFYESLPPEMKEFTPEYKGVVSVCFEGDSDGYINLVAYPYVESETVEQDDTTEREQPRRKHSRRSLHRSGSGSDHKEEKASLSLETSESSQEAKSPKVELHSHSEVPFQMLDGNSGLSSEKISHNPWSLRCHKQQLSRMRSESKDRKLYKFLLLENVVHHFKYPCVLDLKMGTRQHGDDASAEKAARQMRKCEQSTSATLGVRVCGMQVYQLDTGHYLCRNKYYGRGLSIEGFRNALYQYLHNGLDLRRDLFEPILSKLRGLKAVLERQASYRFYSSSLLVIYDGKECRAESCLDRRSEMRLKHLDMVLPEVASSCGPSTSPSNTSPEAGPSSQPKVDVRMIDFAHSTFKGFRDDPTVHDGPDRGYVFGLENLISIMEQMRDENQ
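ADP-Glo luminescence measures ADP made by human IP6K1 during a 2 h RT reaction with ATP/IP6 (mix at 1.3 mM/130 uM); top library doses 57.5 and 19.1 uM final.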
SNCA expr inh = inhibitors of alpha-synuclein (SNCA) gene expression; HEK-293 SNCA-luciferase knock-in, luminescence, 24 h; Potency, µM (top dose mostly 57.2 µM), for the others: top-dose activity change, negative = inhibition, usual class: inhibitors; actives 0.17% (n = 140,000); AID 1671194;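 note: potency is the fitted concentration of half-maximal effect; plate controls were DMSO cells for no effect and cell-free wells for full effect; nearly all actives have a fitted effect of over 45% in size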
HEK293 tox = cytotoxic compounds in HEK 293 cells. HEK 293 viability, ATP luminescence (CellTiter-Glo), 48-72 h. Potency, µM (series often up to 115 µM), for the others: at the highest dose activity change, negative = cytotoxicity, most hits filed as inhibitors. actives 6.6% (n = 94,000). AID 1345083; note: potency is the fitted concentration of half-maximal effect; nearly all actives have a fitted effect of over 60% in size
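250 HEK 293 cells/well; compound by pintool; incubated 48 or 72 hr at 37 degree Celsius; CellTiter-Glo added, 10 min RT, luminescence imaged.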
HEK293 viab = counter-screen for SNCA expression inhibitors: cell viability. actives 0.12% (n = 150,000). HEK-293-SNCA-luc viability, GF-AFC fluorescence, 24 h. Potency, µM (top dose mostly 57.1 µM), for inactives: at the top dose activity change, negative = cytotoxicity, hits mostly cytotoxic;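 note: potency is the fitted concentration of half-maximal effect; 0% = DMSO-treated cells and -100% = medium-only wells without cells; nearly all actives have a fitted effect of over 30% in size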
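HEK-293-SNCA-luc cells (1500/well) plated 24 h, then exposed 24 h to a dilution series; GF-AFC added 30 min at 37C, fluorescence 405/540 nm; normalised to medium-only and DMSO wells, Hill fit.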
An asterisk follows results filed as active; i = inactive; ? = inconclusive; . = not tested or not shown; & = joins results of further samples; ! = not active in a repeat; [ ] = another dose, or the depositor's remark. Unless noted, calls come from the whole dose curve; as a rule, active = well fitted curve in the direction sought with a large enough effect; inconclusive = small, poorly fitted or top-dose-only effect, or another doubt; inactive = no such curve, though single readings can be large; an effect the other way counts as inactive or inconclusive. Unless noted, % is set by controls: 0 for no effect and ±100 for the full control effect. An unsorted share of the library; any-hit rate near 7.7%.

Sequence of screens – FLuc inh, HEK293 tox, SNCA expr inh, IP6K1 inh, GPT2 inh, 3T3 cytotox, HEK293 viab
#1 Cc1ccc(Cl)cc1NC(=O)c1oc2ccc(S(=O)(=O)N3CCCCCC3)cc2c1C
    ., ., 12%, 23, ., ., -11%
#2 Cc1ccc(Nc2nc3c(S(=O)(=O)c4ccccc4)nnn3c3ccc(Cl)cc23)c(C)c1
    ., ., 4%, 23, ., ., -2%
#3 Cc1cc(C)nc(CNC(=O)[C@H]2CCC[C@@H](O)C2)n1
    8%, 5%, 3%, 38, -10%[11.5 µM], i, 8%
#4 CS(=O)(=O)N1CCC(OC2CCN(C(=O)C3CC3)CC2)CC1
    10%, 9%, 5%, 3, -7%, -7%, 5%
#5 CCCCNC(=O)C1CCN(c2nc3ccc(C)cc3[nH]2)CC1
    ., ., 56%[activator], -3, ., ., -1%
#6 Cc1ccc(C)c(Cn2c(=O)n(CCCC(=O)NCc3ccc4c(c3)OCO4)c(=O)c3sccc32)c1
    ., ., ?, -2, ., ., -13%
#7 CCOc1cccc(CNC(=O)C2CCN(C(=O)c3ncn4c3COC(c3ccccc3)C4)CC2)c1 (configuration not stated)
    14µM*, 13%, 22%, -14, 5%, -2%, 2%
#8 COc1ncccc1-c1nc2cc(C(=O)NCc3ccc(F)cc3)ccc2o1
    ., ?, 19%, 26, i, ?, 9%
#9 COc1cc(OC)c(N(C)C(=O)c2c(C)oc3ncn(CC(C)C)c(=O)c23)cc1Cl
    ., ., 19%, 12, ., ., 9%
#10 C=C(C)C1CCC(C)C12CC(O)C1(C)OC1C2OC(=O)C(N)CCC(=O)O (configuration not stated)
    ., ., ., -12, -26%[27.3 µM], ., -14%
#11 CC(C)CN1CC(C(=O)N(Cc2nccn2C)C2CC2)CC1=O (configuration not stated)
    -3%, 1%, -14%, -4, 1%, -13%, 7%
#12 O=C(CCC1CCCC1)N1CCC(Cc2nc(C3CC3)n[nH]2)CC1
    9%, ?, 4%, 12, i, -28%, 10%
#13 CCCOc1cccc(C2c3c(oc4cc(C)c(C)cc4c3=O)C(=O)N2CCCN2CCOCC2)c1 (configuration not stated)
    ., ., -29%, 41, ., ., -18%
#14 COc1cccc(CN2C(=O)CCCCC2C(=O)NCCc2ccc(OC)c(OC)c2)c1 (configuration not stated)
    ., -10%, 7%, -9, -11%, 3%, -16%
#15 CC1CCC(Nc2nc3c(-c4cccc(C(F)(F)F)c4)nnn3c3ccccc23)CC1 (configuration not stated)
    ., ., 41%[activator], 13, ., ., 8%
#16 COc1ccc(-c2nnc3n2CCN(C(=O)c2ccc(C(F)(F)F)cc2)C3)cc1
    5%, -28%, -22%, 1, 0%, -25%, -13%
#17 COc1cc2nc(SCC(=O)Nc3ccc(F)cc3)n3nc(CCn4c(C)nc5ccccc54)nc3c2cc1OC
    ., ., 15%, 15, ., ., -14%
#18 Cn1nccc1C(=O)NCc1ccc2c(c1)CCN2C(=O)c1ccc(F)cc1
    ., ., -32%, -4, ., ., 2%
#19 CC1=C(C(=O)Nc2ccccc2)C(c2ccc(C)cc2)n2nc(SCc3ccccc3C)nc2N1 (configuration not stated)
    ., ., 18%, -1, ., ., 9%
#20 CC1CCCN(Cc2c(O)ccc3c(=O)c(-c4ccccc4Cl)c(C(F)(F)F)oc23)C1 (configuration not stated)
    ., ., ?, 6, ., ., 7%
#21 COc1cccc(CN2Cc3nc(-c4cnn(Cc5ccccc5)c4)ccc3OCC2=O)c1
    -12%, ?, -23%, -13, 4%, ?, -10%
#22 CCn1ccc(C(=O)N2CCCCCCNC(=O)[C@@H]3CCCC[C@@H]32)n1
    -1%, -9%, -1%, -6, i, -2%, -1%
#23 CC1CCCN(S(=O)(=O)c2cc3c(cc2Cl)NC(=O)CO3)C1 (configuration not stated)
    ., ., -3%, 14, ., ., -9%
#24 N#Cc1ccccc1CN1C[C@@H](CO)[C@H](NC(=O)c2ccccc2)C1
    8%, -36%, 15%, 6, i, -17%, -5%
#25 COC(=O)C(=O)N[C@H]1C[C@@H](Cc2cc(CC(C)C)on2)C1(C)C
    -5%[172 µM], -9%[172 µM], 1%[87.6 µM], -2, 1%[88.5 µM], -5%[138 µM], 7%[87.6 µM]
#26 CCOC(=O)CSc1nnc2n(-c3ccccc3)c(=O)c3c4c(sc3n12)CC(C(C)(C)C)CC4 (configuration not stated)
    ., ., ?, 9, ., ., ?
#27 O=C(Nc1cccc(F)c1)[C@@H]1C[C@@H](c2ccc(F)cc2)N([S+](=O)([O-])c2cccnc2)C1
    -4%, ?, -12%, -8, -2%, ?, -2%
#28 Cc1cc(C(=O)N2CCC3(CC2)CC(N2CCN(CC(C)C)CC2)CCO3)nn1C (configuration not stated)
    -7%, i, ?, -2, i, 3%, 7%
#29 Cc1ccsc1C(=O)NC1CCN(c2cc(C(F)(F)F)ncn2)CC1
    3%, ?, -25%, 9, -8%, -28%, 3%
#30 COCCNc1ncccc1-c1noc([C@@H]2CCCN2C2CCOCC2)n1
    -6%[172 µM], -13%[172 µM], 0%[87.6 µM], 14, ?, -27%[174 µM], -12%[87.6 µM]
#31 CC(C)(C)OC(=O)N1CCC(c2c(C(=O)Nc3ccc4c(c3)OCO4)cnn2-c2ccccc2)CC1
    ., ., 0%, 18, ., ., ?
#32 Cc1ccc(C)c(N2CCN(Cc3nnc(-c4ccc5c(c4)OCO5)o3)CC2)c1
    ., ., 28%, -6, ., ., -9%
#33 CN1CCN(C(=O)N2Cc3ccccc3OC3(CCN([S+](C)(=O)[O-])CC3)C2)CC1
    ., i, -13%[87.6 µM], -1, 4%[88.5 µM], ?, 2%[87.6 µM]
#34 Cc1cc(-c2cc3c(cn2)CN(Cc2ccc(C(F)(F)F)cc2)CCN3)ccn1
    63µM*, 63µM*, 40%[activator][87.6 µM], -12, 4%[88.5 µM], 79µM*, -22%[87.6 µM]
#35 COCc1cn(C[C@H]2C[C@@H](NC(=O)C3CCOCC3)[C@H](O)[C@@H]2O)nn1
    -18%[172 µM], -10%[172 µM], ?, -2, 4%[88.5 µM], -10%[138 µM], 0%[87.6 µM]
#36 Cc1ccc2occ(CC(=O)N3CCN(c4cccc(Cl)c4)CC3)c2c1
    ., ., 12%, -1, ., ., 8%
#37 CC(C)NC[C@H](O)c1ccc(O)c(O)c1
    ., ., 21%&1%, ., 3.5µM*!, ., -24%&-14%
#38 C=C(C)[C@@]1(O)C[C@@]2(C)C(=CC1=O)CC[C@@H](O)[C@@H]2C
    ., ., ., -4, i, ., 1%
#39 CC(C)Oc1ccccc1-c1nc(SCC(=O)c2ccc(F)cc2)n[nH]1
    ., ., -13%, -14, ., ., 2%
#40 COC[C@@H]1CN(c2ncccn2)C[C@H]1C(=O)NCc1ccccc1OC
    -14%, -17%, -14%, 3, i, -7%, -2%
#41 Cc1nnc(CN2CCC(N3CCCC(C(=O)NCCc4ccccc4)C3)CC2)o1 (configuration not stated)
    -6%, i, 14%, -5, 3%, 3%, -4%
#42 Cc1nnc2ccc(N3CCC(N[S+](=O)([O-])c4cccs4)CC3)nn12
    ., -20%, ., 11, ., ?, .
#43 CNc1cc(-c2ccccc2C(=O)N(C(C)C)C(C)C)nc(N)n1
    11%, i, 26%, -11, i, 1%, 2%
#44 Cc1cccc(C(=O)N2CCC(c3nc(C4CCOCC4)no3)C2)c1 (configuration not stated)
    1%, -5%, 10%, 9, i, -11%, -6%
#45 CC(=O)Nc1ccc(S(=O)(=O)N[C@H]2CO[C@H]3[C@@H]2OC[C@@H]3n2nnnc2Oc2ccc(-n3ccnc3)cc2)cc1
    10%, -13%, -18%, -9, i, 3%, 2%
#46 O=C(CN1Cc2nc(OCC3CC3)ccc2OCC1=O)N1CCCC1
    -8%[172 µM], -1%[172 µM], -14%[87.6 µM], -9, 1%[88.5 µM], ?, 1%[87.6 µM]
#47 COCCN1CCC(CN(Cc2ccncc2)C(=O)[C@@H]2C[C@@H]3C=C[C@H]2C3)CC1
    8%, -3%, 3%, 26, i, 0%, 4%
#48 COc1ccc(C)cc1NC(=O)C(NS(=O)(=O)c1cccc2nsnc12)c1ccccc1 (configuration not stated)
    ., ., -27%, 39, ., ., 4%
#49 CNC(=O)[C@@H](Cc1ccccc1)N1CCC[C@H]1C(=O)NCC1CC1
    -2%[172 µM], -15%[172 µM], 16%[87.6 µM], 11, i, -18%[174 µM], -1%[87.6 µM]
#50 COc1cc(Cl)ccc1C(=O)NC1CCN(c2cc(-c3ccccc3)[nH]n2)CC1
    1%, ?, 1%, 23, -2%, ?, 0%
#51 C=C(C(=O)O)C1CCC2(C)CCC(O)C(C)(O)C2C1 (configuration not stated)
    ., ., ., -3, i, ., 17%
#52 Cc1ccc(C(=O)N2CCC(n3cc(-c4nc(-c5ccccc5)no4)nn3)C2)s1 (configuration not stated)
    -6%, ?, 6%, 6, i, -13%, 1%
#53 O=C(Cn1c(SCc2cccc(F)c2)nc2ccncc21)Nc1ccc(Cl)cc1F
    ., ., 42%[activator], -9, ., ., -2%
#54 Cn1cc(CC(=O)N2CCCc3ncc(C(=O)NCCN4CCCC4)cc32)c2ccccc21
    5%, -13%, -19%, 3, i, ?, 1%
#55 CCCCN(C)C(=O)CSc1nc2ccccc2nc1Cc1ccc(C)cc1
    ., ., 14µM*, 26, ., ., ?
#56 Cc1cccc(N2CCN(C(=O)c3ccc(NC(=O)c4nsc5ccccc45)cc3)CC2C)c1 (configuration not stated)
    ., ., -16%, 3, ., ., -6%
#57 Cc1ccc2nc(N(Cc3cccnc3)C(=O)c3cccs3)sc2c1
    ., ., 70%[activator], -18, ., ., -3%
#58 CCn1c(CO)nnc1C1CC(NC(=O)CN2CCOCC2)C1 (configuration not stated)
    4%, 1%, 6%, 23, 2%[11.5 µM], i, 4%
#59 CC(COc1ccccc1)NN (configuration not stated)
    ., ., 25%[25.6 µM], 9, i, ., -15%[23.9 µM]
#60 Cn1cccc1CN1CCC12Cc1ccccc1NC2=O (configuration not stated)
    4%[172 µM], ?, -17%[87.6 µM], 0, i, -16%[138 µM], 1%[87.6 µM]

Entries from the list above that contain a furan ring, fused or not, in the order listed:
Sequence of screens – FLuc inh, HEK293 tox, SNCA expr inh, IP6K1 inh, GPT2 inh, 3T3 cytotox, HEK293 viab
#1 Cc1ccc(Cl)cc1NC(=O)c1oc2ccc(S(=O)(=O)N3CCCCCC3)cc2c1C
    ., ., 12%, 23, ., ., -11%
#9 COc1cc(OC)c(N(C)C(=O)c2c(C)oc3ncn(CC(C)C)c(=O)c23)cc1Cl
    ., ., 19%, 12, ., ., 9%
#36 Cc1ccc2occ(CC(=O)N3CCN(c4cccc(Cl)c4)CC3)c2c1
    ., ., 12%, -1, ., ., 8%

Screening results (PubChem)
